V1R ag counter – counter-screen for oxytocin receptor agonists: human V1a receptor agonists. P37288. CHO-V1R cells, Fluo-8 calcium fluorescence, agonist mode; 0% DMSO, 100% 3 nM vasopressin. activation, % at 3 µM. 320,000 tested, 0.25% active;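 active = activation above the mean activation of all tested compounds plus 3 SD, per screening run, cut at about 20% in these data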;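 note: signal is peak over basal fluorescence ratio across a 100 second FLIPR read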
CHO-K1 Ca antag – nonselective inhibitor or artifact in parental CHO-K1 cells; AID 602250; 360,000 tested, 0.6% active; ATP-induced calcium, Fluo-8 fluorescence; inhibition, % at 3 µM;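 active = inhibition above a per-plate cutoff, the plate's mean sample inhibition plus 3 SD, cut at about 24% in these data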;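 note: 0% = DMSO plus EC80 ATP and 100% = DMSO alone without ATP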
GPR7 antag – human neuropeptides B/W receptor 1 antagonism. GPR7-expressing cells, fluorescence antagonist assay. inhibition, % at 4.4 µM. 290,000 tested, 1.1% active; in the data active = inhibition above about 16%, passing the limit was not always enough;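 note: cells stimulated with the agonist NPW; 0% = agonist with vehicle and 100% = vehicle without agonist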
Target sequence (P48145 whole entry, looked up): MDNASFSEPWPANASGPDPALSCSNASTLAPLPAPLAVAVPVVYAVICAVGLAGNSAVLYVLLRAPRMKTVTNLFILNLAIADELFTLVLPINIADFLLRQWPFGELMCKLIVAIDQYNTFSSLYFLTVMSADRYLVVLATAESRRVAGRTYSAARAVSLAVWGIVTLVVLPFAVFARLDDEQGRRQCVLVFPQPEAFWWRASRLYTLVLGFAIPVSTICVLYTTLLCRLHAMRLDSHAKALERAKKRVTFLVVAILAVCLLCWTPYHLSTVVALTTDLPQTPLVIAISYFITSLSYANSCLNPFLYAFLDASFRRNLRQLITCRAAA
OXTR potentiate – potentiates the human oxytocin receptor response. P30559. CHO-OTR cells, Fluo-8 calcium fluorescence, potentiator mode; 0% = oxytocin EC15, 100% = EC100. activation, % at 3 µM. 320,000 tested, 0.061% active. AID 2445;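 active = activation above that plate's cutoff, the mean activation of tested compounds plus 3 SD, cut at about 6.6% in these data, passing the limit was not always enough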;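 note: 100% uses oxytocin at 75 nM as the full agonist control; some results filed as inactive read as strong as hits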
Target sequence (P30559 whole entry, looked up): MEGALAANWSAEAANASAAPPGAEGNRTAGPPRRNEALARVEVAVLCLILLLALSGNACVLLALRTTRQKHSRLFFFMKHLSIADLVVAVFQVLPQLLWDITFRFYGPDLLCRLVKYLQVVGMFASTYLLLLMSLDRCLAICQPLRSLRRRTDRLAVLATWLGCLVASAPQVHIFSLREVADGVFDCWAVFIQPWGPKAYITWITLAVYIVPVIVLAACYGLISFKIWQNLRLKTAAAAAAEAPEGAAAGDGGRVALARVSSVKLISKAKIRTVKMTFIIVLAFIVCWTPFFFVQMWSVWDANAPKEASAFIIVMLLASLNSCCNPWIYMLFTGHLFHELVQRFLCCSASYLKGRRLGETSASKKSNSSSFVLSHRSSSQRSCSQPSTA
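test system = CHO-OTR cells, human receptor | compound = single-point 3.0 µM | schedule = 6 min compound pre-incubation at room temperature, 100 s kinetic read | signal = Fluo-8 no-wash calcium dye fluorescence, excitation 470-495 nm, emission 515-575 nm | repeats = single well per compound, singlicate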
CHO parental Ca – signal in parental CHO cells, OX1R antagonist counter-screen; parental CHO-K1, ATP-induced calcium, Fluo-8 fluorescence; inhibition, % at 5.6 µM; 330,000 tested, 0.63% active; AID 463079;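 active = inhibition above that plate's mean sample inhibition plus 3 SD, cut at about 26% in these data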;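 note: 0% = ATP-challenged DMSO wells and 100% = DMSO wells without ATP; some compounds past the cut are filed as inactive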
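Material: Parental CHO cells | Reagent: ATP | Compound dosing: Single nominal dose of 5.6 µM per compound | Detection: Intracellular calcium via Fluo-8 no-wash fluorescent dye | Read-out: % inhibition of ATP-induced calcium mobilization | Benchmarks: Low control ATP plus DMSO, high control DMSO only | Replicates: Singlicate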
TAAR1 antagonist – human TAAR1 antagonism | Q96RJ0 | CHO RD-HGA16 TAAR1, Fluo-8 calcium fluorescence, antagonist | inhibition, % at 3 µM | 360,000 tested, 1.5% active | AID 624466;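 active = inhibition above a per-plate cutoff, the mean inhibition of test compounds on that plate plus 3 SD, cut at about 49% in these data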;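 note: 0% = DMSO plus EC80 beta-PEA response and 100% = DMSO alone without agonist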
Target sequence (Q96RJ0 whole entry, looked up): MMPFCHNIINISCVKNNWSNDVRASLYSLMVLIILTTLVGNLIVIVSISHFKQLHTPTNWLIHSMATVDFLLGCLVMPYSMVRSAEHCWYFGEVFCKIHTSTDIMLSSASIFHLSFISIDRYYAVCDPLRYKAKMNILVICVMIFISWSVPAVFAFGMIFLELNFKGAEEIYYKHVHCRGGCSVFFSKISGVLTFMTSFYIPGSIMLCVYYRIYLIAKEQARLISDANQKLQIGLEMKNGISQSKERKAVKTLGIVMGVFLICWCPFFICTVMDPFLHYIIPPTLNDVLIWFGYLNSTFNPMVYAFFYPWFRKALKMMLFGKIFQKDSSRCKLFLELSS
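Test system: hTAAR1-expressing CHO RD-HGA16 cells, Gα16-coupled; Probe or stimulus: EC80 β-phenethylamine stimulus; Compound dosing: single nominal final test compound concentration of 3 µM; Timing: 140 s kinetic read after compound, 140 s after agonist; Signal: Fluo-8 calcium-sensitive fluorescence; Measure: % inhibition of agonist calcium response; Controls: DMSO and EC80 PEA controls.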
CHO-K1 Ca PAM – counter-screen for M1 PAMs: effect in parental CHO-K1 cells | ATP EC20, Fluo-8 calcium fluorescence; 0% at ATP EC20, 100% at ATP max | activation, % at 3 µM | 360,000 tested, 0.02% active | AID 602247;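 active = activation above the run cutoff, the mean activation of all test compounds plus 3 SD, cut at about 40% in these data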;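 note: peak over basal fluorescence ratio in a 140 s read after ATP addition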
OXTR ag – agonists of human oxytocin receptor; P30559; CHO-OTR cells, Fluo-8 calcium fluorescence; normalized: DMSO 0%, oxytocin 100%; activation, % at 3 µM; 320,000 tested, 0.32% active; AID 2435;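 active = activation above the mean of all tested compounds plus 3 SD, cutoff set per screening run, cut at about 20% in these data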;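 note: peak over basal fluorescence ratio from a 100 s FLIPR kinetic read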
CHO-K1 Ca ag – M1 agonist counterscreen hit in parental CHO-K1 cells | activation, % at 3 µM | AID 602248 | 360,000 tested, 0.48% active | Fluo-8 calcium fluorescence; scaled to maximal ATP response, vehicle zero; in the data active = activation above about 15%;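 note: untransfected CHO-K1 host cells lacking M1 receptor as counterscreen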
Active calls of the source: *; / = not tested or not shown.

smiles	V1R ag counter	CHO-K1 Ca antag	GPR7 antag	OXTR potentiate	CHO parental Ca	TAAR1 antagonist	CHO-K1 Ca PAM	OXTR ag	CHO-K1 Ca ag
C/C(=N\N1CCN(c2ccc(Cl)cc2)CC1)c1cccs1	-0.1	10	-6	-3	-12	4	-11	-1.5	-0.6
CCOC(=O)C1(Cc2cccc(Cl)c2)CCCN(C(=O)CCOC)C1 (stereo unspecified)	2.3	-6	-10	-2	-8	0	10	0.8	0.2
CCOC(=O)[C@@H]1[C@H]2COc3ccc(Br)cc3[C@@H]2N2C(=O)N(c3ccc(F)cc3)C(=O)[C@]12C	0.1	-10	-3	-2	-24	-10	9	-1.0	0.2
S=C1NCCOCCOCCOCCNC(=S)NCCOCCOCCOCCN1	0.3	-12	-4	-5	1	5	13	-0.5	0.5
COc1ccc(-n2c3c(cc(C#N)c2=O)C(=O)CCC3)cc1	0.2	7	-4	-4	-11	-16	8	0.5	0.3
COc1ccc(C)cc1S(=O)(=O)N(C)CC(=O)NC1CCCCC1	-1.0	-10	0	4	-24	-11	14	-0.8	0.7
Cc1ccc(CN2CCN(/N=C/c3cc([N+](=O)[O-])ccc3Cl)CC2)cc1	-0.8	2	-1	-9	-29	6	10	-1.4	0.3
Brc1ccc(-c2noc3c2-c2nc(-c4ccccc4)sc2CC3)cc1	1.3	-12	/	1	-10	-5	22	1.2	2.0
Clc1ccccc1C(c1nnnn1Cc1ccco1)N1CCN(Cc2ccco2)CC1 (stereo unspecified)	0.1	-5	-9	-8	-27	-23	18	-1.4	0.6
CCN(CCn1cccn1)C(=O)CC1C(=O)NCCN1Cc1cc(OC)cc(OC)c1 (stereo unspecified)	-0.9	9	-13	0	-5	7	-9	-1.6	-0.3
O=C(c1ccccn1)N(c1ccccc1)C1(C(=O)NC2CCCCC2)CCCCC1	-0.1	-9	1	-12	-22	-56	-4	-1.5	0.2
O=C(CN1CCN(c2ccccc2O)CC1)Nc1ccc2c(c1)CCC2	0.1	5	1	-14	-4	5	-4	-2.0	-0.6
CC(=O)c1cnc2cc(-c3ccc(C)cc3)nn2c1C	1.2	-17	-6	-3	-21	-5	22	0.6	1.6
CC(NC(=O)COC(=O)c1ccccc1Nc1ccccc1)c1ccccc1 (stereo unspecified)	0.9	5	-13	-9	-10	26	11	0.1	-0.2
COc1ccc(Br)cc1CNC(=O)CCN1C(=O)COc2ccccc21	0.1	-20	-2	-7	-10	7	-4	0.1	3.0
Cc1cccc(C)c1NC(=O)C1C2C=CC(C2)C1C(=O)NCc1ccccn1 (stereo unspecified)	0.3	-9	8	3	-8	8	-5	-0.8	-0.3
CS(=O)(=O)N(CC(=O)NC1CCCC1)Cc1ccc(Cl)cc1	-0.4	-4	4	-7	-7	0	-4	0.3	-0.3
CN(C)Cc1c(C(=O)N/N=C/C2CC=CCC2)nnn1-c1nonc1N (stereo unspecified)	2.7	-14	2	-5	-6	-13	-6	0.5	0.1
COn1c(C)c(C(C)=O)c2c3no[n+]([O-])c3ccc21	0.6	-1	-8	2	-12	2	-8	0.0	0.1
COc1ccc(-c2nnc(SCC(=O)Nc3sc4c(c3C#N)CCC4)n2CC2CCCO2)cc1 (stereo unspecified)	/	-4	1	/	/	9	11	/	0.7
CCCCC#Cc1cncc(C(=O)N/N=C/c2ccccc2)c1	0.3	12	-8	-3	-11	-31	-19	-0.9	-0.7
CC(c1ccncc1)C(C)c1ccncc1 (stereo unspecified)	0.4	-2	/	0	5	5	-8	0.5	0.5
COc1ccc(CC(=O)N(C)Cc2cccc(F)c2)cc1S(=O)(=O)N1CCOCC1	0.8	16	/	2	-28	-20	-4	-0.3	5.3
S=C(Nc1ccc(Oc2ccccc2)cc1)NC1CCCC1	0.6	-8	-8	-2	-4	-8	13	3.4	2.1

Some of the entries so far, with values under each structure.
Below each SMILES – V1R ag counter, CHO-K1 Ca antag, GPR7 antag, OXTR potentiate, CHO parental Ca, TAAR1 antagonist, CHO-K1 Ca PAM, OXTR ag, CHO-K1 Ca ag
COn1c(C)c(C(C)=O)c2c3no[n+]([O-])c3ccc21
 : 0.6, -1, -8, 2, -12, 2, -8, 0.0, 0.1
COc1ccc(-c2nnc(SCC(=O)Nc3sc4c(c3C#N)CCC4)n2CC2CCCO2)cc1 (stereo unspecified)
 : /, -4, 1, /, /, 9, 11, /, 0.7

Going on with the list.
smiles	V1R ag counter	CHO-K1 Ca antag	GPR7 antag	OXTR potentiate	CHO parental Ca	TAAR1 antagonist	CHO-K1 Ca PAM	OXTR ag	CHO-K1 Ca ag
COc1cc(-c2nnc(CSc3nnc(Nc4ccc(Oc5ccccc5)cc4)s3)o2)cc(OC)c1OC	-1.1	-5	-10	-5	-26	17	14	-1.5	1.3
CN(C)C(=O)CSc1nc2ccc(N3C(=O)c4ccccc4C3=O)cc2s1	7.3	4	-14	-3	-40	-6	-10	4.2	3.0
CC(C)NS(=O)(=O)c1ccc(OCC(N)=O)c(Cl)c1	0.8	-11	-2	-6	-11	9	16	0.8	0.5
Cc1cc(C(=O)OCC(=O)N(C)c2c(N)n(Cc3ccccc3)c(=O)[nH]c2=O)c(C)n1-c1ccccc1	-0.3	-23	/	-5	-10	14	14	-0.1	-0.1
Cc1cc(C)n(CCCNC(=O)CCNS(=O)(=O)c2ccccc2C(F)(F)F)n1	-1.5	-2	-16	-4	-12	-20	12	-0.8	1.0
CCOC(=O)c1sc2nc(C)nc(NCc3ccccc3OC)c2c1C	1.1	2	-5	-13	-18	-6	17	0.9	0.5
COc1ccc(NC2c3ccccc3C(=O)N2Cc2ccc3c(c2)OCO3)cc1 (stereo unspecified)	-0.4	-14	-3	-4	-20	9	18	-0.6	2.5
CCc1ccc2nc(NC(=O)Cn3cnc4ccccc4c3=O)sc2c1	-0.3	-12	-8	2	2	-7	18	1.3	0.5
CCN(CC)CCCn1c2c(c(SCC(=O)Nc3cccc4ccccc34)nc1=O)CCC2	-1.1	3	/	-9	-24	-9	-13	-0.4	0.2
CC(C)OCC(O)CN1CCN(CCN2C(=O)c3cccc4cccc(c34)C2=O)CC1 (stereo unspecified)	-0.7	7	-2	-10	-8	-8	17	-0.8	3.3
Cc1c(C(=O)c2no[n+]([O-])c2C(=O)c2cnn(C)c2C)cnn1C	1.1	-5	-7	-3	-22	0	17	0.8	0.5
Cc1ccc(-n2nc(C)c(=O)c(-c3ccccc3)c2NC(=O)C(C)C)cc1	8.4	-6	-12	-1	-24	-39	-3	-0.2	0.2
COc1ccccc1OCCCn1c(=O)oc2ccccc21	-0.9	3	-6	-7	-9	2	0	-1.4	0.3
CCN(C(=O)CN1CCN(c2ccc(OC)cc2)CC1)c1c(N)n(Cc2ccccc2)c(=O)[nH]c1=O	3.3	-6	-6	-7	-4	3	23	0.2	0.2
COc1ccc(NCCC(O)c2ccc(Cl)cc2)cc1 (stereo unspecified)	2.6	19	2	-8	-14	4	-19	1.0	14
O=S(=O)(NCC1CN(S(=O)(=O)c2c(F)cccc2F)C1)c1ccc2c(c1)OCCO2	8.7	-2	/	-10	1	24	-7	16	11
COc1ccc(COC(=O)N/N=C/c2cccs2)cc1	2.1	1	4	-10	-1	-3	-9	-1.5	-0.2
Cc1c(NC(=O)c2cccc(NC(=O)COc3ccccc3C#N)c2)c(=O)n(-c2ccccc2)n1C	/	2	/	/	/	38	-14	/	1.6
O=C(NS(=O)(=O)c1ccccc1Cl)c1ccc[nH]1	1.5	/	-12	-4	7	/	/	0.8	/
O=C(Cn1cnc2ccccc2c1=O)NCc1cccs1	0.0	-14	-7	-10	0	-11	-11	-0.9	0.3
CS(=O)(=O)Nc1ccc(C(=O)N2CCN(c3ccccc3F)CC2)cc1	0.8	-15	3	-2	-9	-3	22	0.2	0.2
O=C(CSc1nnc2ccccn12)NCCc1ccc(F)cc1	-1.0	6	-2	-3	-9	-8	-16	-0.9	0.1
CCOc1cccc(OCCOCCNC(C)(C)C)c1	-0.8	4	-2	-7	6	2	11	-1.9	-0.3
O=C(O)c1cc(NC(=S)NC(=O)C(c2ccccc2)c2ccccc2)ccc1Cl	-0.2	-5	-8	-10	13	-12	10	-0.7	0.5
CCN(CC)S(=O)(=O)c1cccc(-c2nnc(C(=O)c3ccc(C(F)(F)F)cc3)o2)c1	0.1	-14	-14	3	-5	0	5	1.0	-0.3
Cc1ccc(-n2c(SCC(=O)Nc3cccc(C)c3)nc3c(oc4ccccc43)c2=O)cc1	0.3	/	-8	-6	-17	3	/	-0.2	/
CCOc1cc(C2NC(=O)NC(C)=C2C(C)=O)cc(Cl)c1OCC(=O)O (stereo unspecified)	-0.3	0	-3	-2	-7	9	22	0.7	0.6
O=S(=O)(NCCCSc1ccccc1)c1ccccc1F	-1.0	-14	25*	-10	-12	-12	23	-0.4	2.5
Cc1[nH]c2ccc(-c3n[nH]c(=S)n3-c3ccccc3)cc2c1C	1.1	-5	0	-6	-2	-10	12	3.2	2.0
CCCC(CCC)C(=O)NNc1cc(=O)c2c(=O)n(C)c(=O)n(C)c2[nH]1	0.3	-14	0	-14	-7	2	15	0.4	-0.1
Cc1ccc2nc(N/N=C/c3ccccc3C#N)nc(-c3ccccc3)c2c1	-1.1	-21	-8	6	-22	/	7	-1.2	0.7
C=CCn1c(SCC(=O)c2ccc(Br)cc2)nnc1C(C)NC(=O)Cc1ccc(OC)cc1 (stereo unspecified)	-1.1	16	-2	-4	-32	/	-15	-1.2	-0.6
O=C(CCN1C(=O)c2ccccc2C1=O)Nc1ccc(F)cc1F	-0.1	-33	-1	-2	-15	-6	23	-0.3	1.1
COc1ccccc1/C=C/C(=O)NC(=S)N1CCN(C)CC1	/	-9	-5	/	/	18	7	/	2.4
Cc1ccc(NS(=O)(=O)c2cc(Br)cnc2N)c(Cl)c1	0.8	-19	-2	0	-21	-13	8	0.6	3.3
COc1ccc(C2CC(c3cccs3)=NN2C(=O)CN2CCCCC2)cc1 (stereo unspecified)	0.4	13	-15	-6	-17	-10	-8	0.7	-0.2
CC[C@@H]1[C@H]2CCCC(=O)N3CC[C@@H](C[C@@H]1OC(=O)NCc1ccccc1)[C@@H]23	-0.5	-22	-8	-5	-20	-6	13	-0.4	0.8
CC(C)C(NS(=O)(=O)c1cccc(C(F)(F)F)c1)C(=O)NCc1cccs1 (stereo unspecified)	0.7	-1	/	-6	-26	3	4	-1.3	0.0
C[C@H](CO)N1C[C@H](C)[C@@H](CN(C)S(=O)(=O)c2ccccc2)Oc2c(NS(=O)(=O)c3ccccc3)cccc2C1=O	0.1	-11	/	-3	-24	22	1	1.1	0.2
